pPAFAH FP inh: pPAFAH (human) enzyme inhibition; Q13093; recombinant pPAFAH, FP-rhodamine probe fluorescence polarization; inhibition, % at 3.39 µM; 330,000 tested, 1.5% active; AID 463082;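 active = inhibition above the mean inhibition across the screen plus 3 SD, cut at about 25% in these data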;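 note: inhibitors block binding of the rhodamine activity-based probe so polarization drops; 0% = enzyme with DMSO and 100% = wells lacking pPAFAH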
PME-1 primary: PME-1 (human) inhibition; 320,000 tested, 0.53% active; Q9Y570; recombinant PME-1, FP-Rh probe fluorescence polarization; inhibition, % at 5.9 µM;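 active = inhibition above the campaign mean of all compounds plus 3 SD, cut at about 26% in these data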;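 note: competitive labeling of PME-1 active site by serine hydrolase directed probe; 0% = PME-1 with DMSO and 100% = wells lacking PME-1 enzyme; inhibitors block probe labeling so polarization falls and inhibition rises; many of its hits are not listed in these tables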
Fam108B counter: blocks mouse Fam108B hydrolase in RBBP9 counter-screen. recombinant Fam108B, FP-Rh probe fluorescence polarization. inhibition, % at 9.51 µM. 300,000 tested, 0.33% active;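 active = inhibition above the screen mean inhibition plus 3 SD, computed separately per campaign, cut at about 18% in these data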;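 note: inhibitors lower polarization as less probe binds the enzyme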
PAD4 FP inh: blocks human protein arginine deiminase 4. Q9UM07. 330,000 tested, 0.41% active. inhibition, % at 6.36 µM. AID 485272. recombinant PAD4, RCA probe fluorescence polarization;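 active = percent inhibition above a cutoff equal to the mean of all tested compounds plus 3 SD, cut at about 15% in these data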;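 note: 0% = PAD4 with RCA probe and DMSO and 100% = probe without PAD4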
GSTO1 inh: blocks human GSTO1 in RBBP9 counter-screen | P78417 | recombinant GSTO1, activity-based probe fluorescence polarization | inhibition, % at 5.96 µM | 300,000 tested, 1.1% active | AID 1974;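 active = inhibition above the campaign mean inhibition plus 3 SD, cut at about 35% in these data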;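 note: 0% = GSTO1-1 with DMSO and 100% = wells lacking GSTO1-1 enzyme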
Target sequence (P78417 whole entry, looked up): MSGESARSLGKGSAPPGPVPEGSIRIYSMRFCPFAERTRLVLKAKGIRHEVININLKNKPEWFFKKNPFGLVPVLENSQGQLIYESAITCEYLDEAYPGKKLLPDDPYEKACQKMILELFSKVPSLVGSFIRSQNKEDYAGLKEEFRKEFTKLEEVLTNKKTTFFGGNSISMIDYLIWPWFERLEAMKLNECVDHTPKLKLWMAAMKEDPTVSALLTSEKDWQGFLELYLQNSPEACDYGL
PAFAH1B2 FP inh: PAFAH1B2 (human) inhibition. 340,000 tested, 1.2% active. P68402. AID 492953. inhibition, % at 3.39 µM. recombinant PAFAH1B2, FP-rhodamine activity probe, fluorescence polarization;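 active = inhibition above the mean of all tested compounds plus 3 SD, cut at about 24% in these data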;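 note: 0% = enzyme with DMSO and 100% = wells lacking PAFAH1B2; many of its hits are not listed in these tables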
Target sequence (P68402 whole entry, looked up): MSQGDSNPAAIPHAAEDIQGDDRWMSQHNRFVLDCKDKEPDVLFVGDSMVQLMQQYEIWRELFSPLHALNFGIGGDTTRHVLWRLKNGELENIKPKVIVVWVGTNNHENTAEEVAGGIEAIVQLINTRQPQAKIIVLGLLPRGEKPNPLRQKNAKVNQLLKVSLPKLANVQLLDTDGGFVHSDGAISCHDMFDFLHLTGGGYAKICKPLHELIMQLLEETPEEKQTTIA
PAFAH1B3 FP inh: PAFAH1B3 (human) inhibition | 340,000 tested, 0.28% active | recombinant PAFAH1B3, FP-rhodamine probe, fluorescence polarization | inhibition, % at 3.39 µM;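 active = inhibition above the screen-wide average of all tested compounds plus 3 SD, cut at about 25% in these data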;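 note: 0% = enzyme with DMSO only and 100% = wells lacking PAFAH1B3 protein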
Target sequence (Q15102 whole entry, looked up): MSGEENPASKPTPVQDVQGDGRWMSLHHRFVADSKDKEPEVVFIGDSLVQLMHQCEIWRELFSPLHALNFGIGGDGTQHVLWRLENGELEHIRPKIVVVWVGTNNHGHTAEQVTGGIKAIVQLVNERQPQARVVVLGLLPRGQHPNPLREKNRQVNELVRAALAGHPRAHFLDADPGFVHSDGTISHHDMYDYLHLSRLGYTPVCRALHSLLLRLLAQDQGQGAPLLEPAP
LYPLA1 inh: blocks human lysophospholipase 1, a PME1 counter-screen; O75608; 320,000 tested, 0.16% active; inhibition, % at 5.9 µM; recombinant LYPLA1, FP-Rh probe fluorescence polarization;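 active = inhibition above the mean of all tested compounds plus 3 SD, set per campaign, cut at about 14% in these data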;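 note: inhibitors block serine hydrolase probe labeling of LYPLA1 so polarization falls; 0% = enzyme with DMSO and 100% = wells lacking LYPLA1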
Target sequence (O75608 whole entry, looked up): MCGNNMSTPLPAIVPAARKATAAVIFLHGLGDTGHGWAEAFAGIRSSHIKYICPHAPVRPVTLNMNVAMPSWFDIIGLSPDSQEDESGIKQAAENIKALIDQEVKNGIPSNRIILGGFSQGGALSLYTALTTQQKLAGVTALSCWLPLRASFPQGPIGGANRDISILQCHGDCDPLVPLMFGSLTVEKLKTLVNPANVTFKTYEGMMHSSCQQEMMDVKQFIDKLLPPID
PAFAH2 FP inh: PAFAH2 (human) inhibition. inhibition, % at 3.39 µM. recombinant PAFAH2, FP-rhodamine activity probe, fluorescence polarization. 340,000 tested, 0.99% active. AID 492956. Q99487;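 active = inhibition above the mean over all tested compounds plus 3 SD, cut at about 30% in these data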;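 note: inhibitors block probe labeling of enzyme so polarization drops; 0% = enzyme with DMSO and 100% = wells lacking PAFAH2 protein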
* marks the source's active call; other numbers are inactive results; · = no result given; + = active, no number. Not all compounds are listed. The share of hits here may be higher or lower than overall.

SMILES	pPAFAH FP inh	PME-1 primary	Fam108B counter	PAD4 FP inh	GSTO1 inh	PAFAH1B2 FP inh	PAFAH1B3 FP inh	LYPLA1 inh	PAFAH2 FP inh
CCOc1ccc2nc(N3CCC(C(=O)N4CCN(C5CCCCC5)CC4)CC3)sc2c1	4	-1	-4	0	3	7	4	-2	-1
Cc1cc(C)c2c(N)c(C(=O)Nc3ccccc3F)sc2n1	5	10	3	0	2	2	-1	0	3
COc1ccccc1CC(=O)Nc1cccc(C)n1	5	2	-4	5	-4	5	12	2	11
CCC(NC(=O)NC1=NCCS1)(C(F)(F)F)C(F)(F)F	1	-7	-2	-1	-3	3	7	5	8
CCN(CC)CCn1c2c(c(SCC(=O)Nc3cc(C)cc(C)c3)nc1=O)CCC2	1	2	-1	5	6	6	-3	0	2
Cc1ccccc1NC(=O)Cc1nc(COC(=O)CNS(=O)(=O)c2cccc(Br)c2)cs1	7	-3	1	-1	1	1	-5	2	-4
COc1ccccc1NC(=O)N1CCCC(c2nc3c(nnn3Cc3ccc(C)cc3)c(=O)[nH]2)C1 (centres undefined)	2	6	-2	-3	5	7	3	6	0
CC(=O)CCc1oc2ccc(C)cc2c1Cc1ccccc1	1	-4	-4	-6	-2	-3	5	0	2
Cc1cc(C(=O)NC2CCCC(C)C2C)c2ccccc2n1 (centres undefined)	2	-2	0	-3	2	3	5	-1	-4
CCN(CC)c1nc(C)c(C(=S)Nc2cc([N+](=O)[O-])ccc2Cl)s1	3	-2	2	-2	-7	2	0	-4	-5
COC(=O)[C@@]1(C)CC[C@]2(C)CC[C@@]3(C)C(=CC(=O)C4[C@@]5(C)CC[C@H](O)C(C)(C)[C@@H]5CC[C@]43C)[C@H]2C1 (some centres undefined)	0	1	5	-2	6	-4	-4	-1	2
Cc1ccc(Nc2nc(CSc3nnc(-c4cccs4)o3)cs2)cc1	12	1	8	-2	2	1	8	-9	-6
CCN(CC)c1cnn(C/C(=N\OC)c2ccc(Cl)cc2)c(=O)c1Br	0	6	2	-4	1	3	3	0	2
O=S(=O)(Nc1ccc(-c2cn3c(n2)SCC3)cc1)c1cccs1	5	5	1	3	9	4	-5	2	3
O=C(CN1C(=O)CSC1=O)Nc1ccc(F)c(F)c1F	2	-2	-5	-11	-3	-2	-2	-2	10
O=C(c1csc2c1CCCC2)N1CCN(c2ccccc2)CC1	4	-3	-3	2	1	-8	-7	-3	12
O=C1C(Cl)=C(N2CCCCC2)C(=O)N1Cc1ccccc1	-9	-13	-7	-5	-2	2	4	-4	5
CCOC(=O)CC1CCCCN1Cc1cn(C)nc1-c1ccc2c(c1)OCCO2 (centres undefined)	4	-2	4	-4	0	2	12	6	-5
COc1ccc(C(=O)N2CCNC(=O)C2CC(=O)Nc2cc(Cl)ccc2OC)cc1 (centres undefined)	1	0	2	-2	5	1	4	1	-5
Cc1ccc(C(=O)N2CCSCC2)cc1	4	7	5	-4	9	4	2	0	-2
O=C1c2cccc3cccc(c23)C(=O)N1Nc1ccccc1	0	0	1	5	5	3	3	1	0
Cc1nc(C)c(C(=O)NNS(=O)(=O)c2ccc3ccccc3c2)s1	6	2	-2	-3	-1	4	11	-3	-5
Cc1ccc(C)c(NC(=O)Cc2nc(CCl)cs2)c1	5	-3	4	0	95*	1	4	2	5
CCC1(C)Cc2ccccc2-c2nc3n(c(=O)c21)CCCCC3 (centres undefined)	3	4	-1	-1	3	10	13	3	-6
CC(C)N(C(=O)[C@H]1C[C@H](CC(=O)NCCN2CCOCC2)C(=O)N2CCc3c([nH]c4cc(-c5ccco5)ccc34)[C@]12C)C(C)C	10	·	·	1	·	4	9	·	1
OCCNc1nc(NCc2ccccc2)c2ccccc2n1	4	-1	1	-1	5	3	12	1	2
Cc1ccc(Nc2ccccc2N)cc1	15	-1	4	-6	4	-1	-1	2	3
CCN(Cc1ccccc1)C(=O)CN1C(=O)COc2ccc(S(=O)(=O)N3CCCCCC3)cc21	4	3	-6	-7	1	5	8	3	1
CC(=O)c1c(NCCc2ccccc2)cc(C)oc1=O	-1	-2	1	-3	7	3	1	-2	-5
CCOc1ccc(C(=O)/C=C/c2ccc(SC)cc2)cc1	-2	-36	-10	1	-1	0	5	-4	-7
CCCn1c(N)c(C(=O)CN(C)CC(=O)Nc2cccc(F)c2)c(=O)[nH]c1=O	-3	2	·	-2	·	5	0	-2	1
O=C(NC(=O)c1cccc(OC(F)(F)C(F)F)c1)OC1CCS(=O)(=O)C1 (centres undefined)	3	-3	-2	1	-4	5	1	-4	9
O=C(CCN1C(=O)C2C3C=CC(C3)C2C1=O)NCCc1ccccc1Cl (centres undefined)	4	-5	3	0	6	4	-10	-1	5
Cc1nnc(Nc2ccccc2F)s1	5	-4	2	0	0	6	13	-2	5
CCc1ccc(C2=NN(CCC(=O)NC(C)CCc3ccccc3)C(=O)CC2)cc1 (centres undefined)	9	2	3	-5	2	17	-3	4	7
O=[N+]([O-])c1cccc(S(=O)(=O)NCc2ccncc2)c1	-1	2	-1	-4	1	7	4	-2	0
CCCC(=O)N1CCN(c2nc3ccccc3s2)CC1	4	-2	0	-1	1	2	1	1	4
CCOc1ccccc1NC(=O)C(=O)/C=C(\O)c1cc(OC)ccc1OC	3	1	10	-2	2	3	13	-2	-2
Cc1ccccc1Cn1c(=O)n(CCCC(=O)NCc2ccco2)c(=O)c2sccc21	4	4	5	1	-4	-2	2	-1	10
Cc1ccccc1-c1ccc(Nc2ccc(C(=O)N3CCOCC3)cc2)nn1	7	-1	3	0	6	1	1	-4	-10
CC(CCc1ccc(O)cc1)NC1C2CC3CC(C2)CC1C3 (centres undefined)	2	2	-1	-1	2	3	-9	7	-1
CC(C)Oc1ccc(CCC(=O)N/N=C/c2ccncc2)cc1	3	0	-3	-1	-1	·	·	-3	·
CCN(CC(=O)Nc1c(F)cccc1F)C(=O)CNC(=O)c1cccc(C)c1	3	-6	3	-3	-5	4	1	-1	4
CCn1c(SCC(N)=O)nc2cc(S(=O)(=O)N3CCOCC3)ccc21	1	1	0	0	6	4	5	0	-48
O=C(Nc1ccc(Br)cc1)C1CCCN1S(=O)(=O)c1cccs1 (centres undefined)	0	-9	-5	-2	0	-2	-5	3	-2
COC(=O)c1ccc(OCC(O)CN(CC(C)C)CC(C)C)cc1 (centres undefined)	0	3	0	3	-5	5	10	0	1
Cc1cccc(NC(=S)NNC(=O)Cc2ccccc2)c1	4	-3	4	-2	2	15	3	-3	-1
CN(CC(=O)NC(=O)NCc1ccco1)Cc1nc2ccccc2c(=O)[nH]1	7	-4	-1	1	-18	-3	7	-1	10
Cn1c(=O)[nH]c2c(Cl)nccc21	-2	-7	4	-5	4	1	6	-2	0
Cc1c(NC(=O)CSc2nccn2C)c(=O)n(-c2ccccc2)n1C	-4	-2	-1	+	9	2	2	-1	5
CCOC(=O)C1=C(CC)Nc2ccccc2N=C1NC(=O)c1ccc(S(=O)(=O)N2CCOCC2)cc1	-2	-3	6	-2	-1	5	10	5	-1
Cc1ccc(C)c(OC(=O)c2cncc(Br)c2)c1	2	1	4	-1	5	3	6	-2	6
CC(=O)NCC(c1cccs1)S(=O)(=O)c1ccc(F)cc1 (centres undefined)	9	-13	0	4	3	3	8	0	10
CCCCN(Cc1ccccc1)C(=O)C1CCCN(S(=O)(=O)c2cnc[nH]2)C1 (centres undefined)	3	1	0	-6	14	1	0	0	1
CCc1nnc(NS(=O)(=O)c2ccc(N=Cc3c(C)[nH]n(-c4ccc(C)cc4)c3=O)cc2)s1	1	2	7	-13	6	1	3	0	10
CCCCN(C(=O)/C=C/c1ccco1)c1c(N)n(CCC)c(=O)[nH]c1=O	4	-6	-5	1	-6	5	3	0	-1
CC(=O)c1cccc(N(C(=O)c2ccccn2)C(C(=O)NC2CCCCC2)c2cccs2)c1 (centres undefined)	-4	-9	2	0	9	10	7	0	2
COC(=O)CC(NC(=O)Nc1ccc(C)cc1)c1cccc([N+](=O)[O-])c1 (centres undefined)	6	3	3	-1	9	1	12	2	0
Cc1ccc(SCC(=O)Nc2ccc(N3CCOCC3)cc2)cc1	3	1	4	3	7	16	-5	0	7
O=C(CCCOc1ccc(Cl)cc1)Nc1cccc(C(=O)O)c1	0	2	2	-2	-3	11	-2	1	0
Other structures follow.
SMILES	pPAFAH FP inh	PME-1 primary	Fam108B counter	PAD4 FP inh	GSTO1 inh	PAFAH1B2 FP inh	PAFAH1B3 FP inh	LYPLA1 inh	PAFAH2 FP inh
Cc1ccc(-c2nc(Cl)nc3ccccc23)cc1	1	-2	3	2	5	-1	5	-4	-4
CC(OC(=O)CC1CCCC1)C(=O)Nc1ccc(S(N)(=O)=O)cc1 (centres undefined)	-3	-2	-3	-7	-1	6	-4	1	-3
CN(CC(=O)Nc1ccc(F)c(F)c1F)C(=O)c1ccc(N2CCCC2=O)cc1	-1	·	·	4	·	0	7	·	-3
Cc1nnc(SCc2cc([N+](=O)[O-])cc3c2OCOC3)[nH]c1=O	9	-2	1	-4	-6	7	5	-2	-7
CC1=C(C(=O)c2ccccc2)C(c2ccc(OC(F)F)cc2)NC(=S)N1 (centres undefined)	1	1	2	-7	6	4	9	4	5
c1cncc(Nc2nc(-c3ccncc3)cs2)c1	1	3	2	-2	5	3	-6	2	-4
CCOc1cc(NC(=S)NCc2ccco2)c(OCC)cc1NC(=O)CC	3	7	6	6	2	7	4	1	1
CCn1nc(C)c(/C=N/NC(=S)Nc2ccc(Cl)cc2Cl)c1C	4	-4	-7	-6	1	1	-1	-4	2
CC(=O)NCCNC(=O)c1ccc(-n2c(C)ccc2C)cc1	7	5	-3	-1	5	0	1	3	-1
Oc1ccccc1N1CCN(C(=S)NCc2ccccc2)CC1	0	-1	1	-8	16	1	7	-3	2
Cc1ccccc1Cn1cc(NC(=O)c2nn(C)cc2Cl)cn1	6	-4	-4	-5	-4	3	3	-4	5
O=C(CN1CCCCCC1)NN(Cc1ccccc1)c1ccccc1	1	-3	0	-3	3	6	6	-1	7
CC(C)(C)c1ccc(C(=O)NCCC(=O)N2CCCC2)cc1	4	-3	5	1	11	7	-2	-1	-1
COc1ccc(C(=O)Oc2ccc(C(=S)N3CCCC3)cc2)cc1OC	2	-3	3	-4	2	·	·	2	·
CC(=O)Nc1ccc(NC(=O)c2ccnn2C)cc1	-1	-6	0	4	8	5	5	-1	5
CN(C)/C=C(/C(=O)c1ccc(Cl)cc1)S(=O)(=O)c1ccc(Cl)cc1	-2	3	0	0	-7	2	-5	-1	-6
CCc1ccc2[nH]c3nc(SCc4nnc(-c5ccccc5)o4)nnc3c2c1	3	-5	-5	-4	2	-2	3	2	-3
Cc1ccc(S(=O)(=O)NCC(=O)OCC(=O)NCc2ccc(F)cc2)cc1	8	-5	0	1	-5	3	15	-1	8
CCNc1nc(NCC)nc(Oc2ccc(OCC)nn2)n1	1	0	1	1	1	2	15	-3	8
Cc1cc(NC(=O)CCC(=O)N(c2cccc(F)c2)C(C(=O)NC2CCCC2)c2ccncc2)no1 (centres undefined)	2	0	-1	-1	6	3	-2	-1	-4
Brc1nc(Br)n(Cc2ccccc2)n1	3	1	-3	-3	6	9	1	-3	0

Assay outcomes deposited in PubChem BioAssay by The Scripps Research Institute Molecular Screening Center.
